KKLEB cytotox: cytotoxicity in KKLEB CF airway cells, primary screen, cytotoxicity control for CF NF-kB inhibitor project, cell-based, uHTS, fluorescence assay plates | AID 602141, 2011 | KKLEB CF airway cells viability, ATPlite luminescence, overnight; stronger effect = lower value; cells stimulated with P. aeruginosa culture filtrate | activity change (cytotoxicity), % at 5 µM | actives 0.36% (n = 360,000);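 active means corrected activity change at or below -50% at 5 µM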
TROY NFkB inh: inhibitors of TROY-driven NF-kB signaling, primary screen, Q293 LMP1-TROYcd cells, NF-kB luciferase, uHTS. inhibition, % at 10 µM. Q293 LMP1-TROYcd NF-kB luciferase reporter, 4 h. actives 0.98% (n = 360,000). AID 1347056, 2019;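 active means compounds whose plate-normalised and pattern-corrected inhibition of the luciferase reporter signal at the single screening dose is 50% or more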
Peg3 promoter: Peg3 promoter-driven luciferase inhibitors, primary screen, cell-based, HeLa, luciferase luminescence; HeLa PEG-Prom luciferase reporter, overnight; inhibition, % at 20 µM; actives 1.7% (n = 360,000);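 active means inhibition of at least 50% at 20 µM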
CF NFkB block: inhibitors of PAF-induced NF-kB signaling, primary screen, cell-based, GFP fluorescence, uHTS; AID 588850, 2011; actives 0.86% (n = 360,000); KKLEB NF-kB-GFP reporter, GFP fluorescence overnight; inhibition, % at 5 µM;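 active means at least 50% inhibition at 5 µM, scaled per plate between neutral and stimulator controls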;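 further: PAF is a Pseudomonas aeruginosa culture filtrate used as stimulus; plate controls were PAF-stimulated DMSO wells for no effect and unstimulated DMSO wells for full effect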
NR2E3 ag-1: inhibitors of NR2E3-RetCOR corepressor binding, primary screen, NR2E3 agonist project, biochemical, TR-FRET, GST-NR2E3, biotin-RetCOR | Photoreceptor-specific nuclear receptor (Homo sapiens), Q9Y5X4 | 1536-well | inhibition of corepressor binding, % at 4.78 µM | actives 0.12% (n = 320,000) | AID 2300, 2010;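 active means percent inhibition above the cutoff of mean plus 3 SD of all tested compounds, set per screening campaign, cut at about 20% in these data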;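 further: 0% = DMSO wells and 100% = biotin wells as full block of FRET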
Target sequence (Q9Y5X4 whole entry, looked up): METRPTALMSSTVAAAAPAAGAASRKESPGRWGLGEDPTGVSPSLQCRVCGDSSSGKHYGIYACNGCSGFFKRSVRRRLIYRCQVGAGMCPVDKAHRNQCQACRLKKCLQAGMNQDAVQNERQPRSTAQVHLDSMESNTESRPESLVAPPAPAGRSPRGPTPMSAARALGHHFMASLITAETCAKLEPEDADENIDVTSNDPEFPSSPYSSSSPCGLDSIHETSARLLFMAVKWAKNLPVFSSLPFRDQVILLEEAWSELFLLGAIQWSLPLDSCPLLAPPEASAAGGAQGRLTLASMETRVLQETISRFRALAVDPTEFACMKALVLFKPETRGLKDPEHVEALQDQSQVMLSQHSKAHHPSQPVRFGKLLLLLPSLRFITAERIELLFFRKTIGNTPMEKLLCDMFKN
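System: GST-NR2E3 and biotin-RetCOR proteins; probe or stimulus: 7 nM biotin-RetCOR; doses: compound at 4.8 µM, single dose; schedule: Compound–protein incubation for 5 h at 4 °C; detection: time-resolved FRET; read-out: percent inhibition; controls: biotin wells as high control, 0.6% DMSO wells as low control; format: 1536-well plates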
TWEAK Fn14 block: inhibitors of TWEAK-Fn14 signaling, primary screen, luciferase reporter cells, uHTS; actives 2% (n = 360,000); inhibition, % at 10 µM; AID 1159606, 2016; TWEAK-stimulated Fn14 reporter cells, luciferase luminescence, 8 h; in the data active means inhibition above about 50%
HIF-2a inh: HIF-2a reporter inhibitors, primary screen, luminescence, 786-0 RCC cells | 786-0 RCC cells HIF-2a reporter, luciferase luminescence, overnight | inhibition, % at 18.8 µM | actives 0.72% (n = 360,000) | AID 624352, 2012;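 active means inhibition of the luminescence signal of 40% or more relative to plate controls, in a single-dose primary screen at 18.75 µM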
MITF TRPM1 inh: inhibitors of MITF-dependent TRPM1 promoter reporter, primary screen, cell-based, SK-MEL-5, single point, luciferase. SK-MEL-5 TRPM1 promoter luciferase, 24 h. inhibition, % at 12.5 µM. actives 0.83% (n = 330,000). AID 488899, 2010;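 active means mean inhibition across replicates of 60% or more, whatever share of single replicates reaches that level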; further: values of inactives mirror those of a sister screen read the other way
Shn3 3UTR inh: reduction of Shn3 3'UTR firefly luciferase signal, primary screen, Schnurri-3 inhibitor project, cell-based, Clone20 osteoblasts, set 2; Clone20 osteoblast Shn3 3'UTR firefly luciferase, 24 h; inhibition, % at 12.5 µM; actives 0.52% (n = 360,000); AID 588674, 2011;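 active means mean inhibition of at least 75% with every replicate also reaching 75%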;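 further: 0% = median of neutral control wells and 100% = pilot-screen positive control compound; some compounds past the cut are filed as inactive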
TRAIL sens C8: viability loss with TRAIL in NB7+C8 cells, primary screen, TRAIL sensitizer project, cell-based, ATPlite luminescence; inhibition (viability loss, TRAIL sensitization), % at 10 µM; actives 1% (n = 360,000);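 active means compounds causing at least 50% loss of cell viability in the single-dose screen, relative to plate controls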
NR2E3 ag-2: NR2E3 agonists in two-hybrid cells, primary screen, cell-based, luminescence, CHO-S, Gal4-NCOR/VP16-NR2E3 | Photoreceptor-specific nuclear receptor (Homo sapiens), Q9Y5X4 | luciferase | inhibition of corepressor binding, % at 3.98 µM | actives 0.35% (n = 360,000) | AID 602229, 2012;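 active means inhibition above the mean of all tested compounds plus 3 SD, cut at about 70% in these data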;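 further: 0% = DMSO with NR2E3 transfected cells and 100% = cells lacking NR2E3 construct; higher means lower luciferase signal from less NR2E3 corepressor binding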
* marks the source's active call; other numbers are inactive results.

Results for Cc1ccc(C(C)C)c(OCC(=O)NNC(=O)CC2OC(=O)c3ccccc32)c1 (configuration not stated) ?
KKLEB cytotox: -4; TROY NFkB inh: 21; Peg3 promoter: -16; CF NFkB block: 11; NR2E3 ag-1: 0; TWEAK Fn14 block: 6; HIF-2a inh: -13; MITF TRPM1 inh: 4; Shn3 3UTR inh: 2; TRAIL sens C8: 9; NR2E3 ag-2: -6

What do the screens show for `COc1cc(-c2cc(C(=O)Nc3cc(S(=O)(=O)N4CCOCC4)ccc3C)c3ccccc3n2)cc(OC)c1OC`?
KKLEB cytotox: -7; TROY NFkB inh: -1; Peg3 promoter: 53*; CF NFkB block: 15; TWEAK Fn14 block: 6; HIF-2a inh: 13; MITF TRPM1 inh: -10; Shn3 3UTR inh: 17; TRAIL sens C8: 28; NR2E3 ag-2: 14

What do the screens show for `CCc1ccc(N2C(=O)CC(c3ccc(F)cc3)C3=C2COC3=O)cc1` (configuration not stated)?
KKLEB cytotox: -1; TROY NFkB inh: 1; Peg3 promoter: 20; CF NFkB block: -14; NR2E3 ag-1: 4; TWEAK Fn14 block: -3; HIF-2a inh: 19; MITF TRPM1 inh: 6; Shn3 3UTR inh: -8; TRAIL sens C8: -4; NR2E3 ag-2: 15

Results for Cc1ccc2c(c1)sc(=NC(=O)c1cccs1)n2C ?
KKLEB cytotox: -66*; TROY NFkB inh: 59*; Peg3 promoter: -25; CF NFkB block: -34; NR2E3 ag-1: 0; TWEAK Fn14 block: 89*; HIF-2a inh: -6; MITF TRPM1 inh: 35; Shn3 3UTR inh: 4; TRAIL sens C8: 91*; NR2E3 ag-2: -76

Results for CC(C)(O)[C@H](O)Cc1cc2ccc(=O)oc2cc1O[C@@H]1O[C@H](CO)[C@@H](O)[C@H](O)[C@H]1O ?
KKLEB cytotox: -8; TROY NFkB inh: -2; Peg3 promoter: -1; CF NFkB block: 11; TWEAK Fn14 block: -8; HIF-2a inh: 10; MITF TRPM1 inh: -7; Shn3 3UTR inh: -17; TRAIL sens C8: 5; NR2E3 ag-2: 3

How did CCOC(=O)N1CCC(NC(=O)C2CCN(S(=O)(=O)c3cccs3)CC2)CC1 do in these assays?
KKLEB cytotox: -7; TROY NFkB inh: -2; Peg3 promoter: -1; CF NFkB block: 15; NR2E3 ag-1: -1; TWEAK Fn14 block: 11; HIF-2a inh: 22; MITF TRPM1 inh: 7; Shn3 3UTR inh: 2; TRAIL sens C8: 14; NR2E3 ag-2: 13

What do the screens show for `CCCCCCCCN1C(=O)[C@H](CC(=O)NCC23CC4CC(CC(C4)C2)C3)C[C@@]2(C(=O)OCC)CCCC=C12`?
TROY NFkB inh: 36; TWEAK Fn14 block: 7; HIF-2a inh: -31; TRAIL sens C8: 13; NR2E3 ag-2: 6

How did O=C1CCc2cc(S(=O)(=O)N3CCN(c4cccc(C(F)(F)F)c4)CC3)ccc2N1 do in these assays?
KKLEB cytotox: -8; TROY NFkB inh: -16; Peg3 promoter: 9; CF NFkB block: 2; NR2E3 ag-1: 4; TWEAK Fn14 block: -9; HIF-2a inh: 0; MITF TRPM1 inh: 13; Shn3 3UTR inh: -2; TRAIL sens C8: 11; NR2E3 ag-2: -52

Results for CN(c1cccc(NC(=O)CCSc2ccccc2)c1)S(C)(=O)=O ?
KKLEB cytotox: 4; TROY NFkB inh: -22; Peg3 promoter: -35; CF NFkB block: -19; NR2E3 ag-1: 0; TWEAK Fn14 block: -26; HIF-2a inh: -122; MITF TRPM1 inh: -9; Shn3 3UTR inh: -7; TRAIL sens C8: 4; NR2E3 ag-2: -1

How did O=C(CSc1nc2ccccc2o1)N1CCCC1 do in these assays?
KKLEB cytotox: -7; TROY NFkB inh: 0; Peg3 promoter: -36; CF NFkB block: -4; NR2E3 ag-1: 6; TWEAK Fn14 block: -4; HIF-2a inh: -68; MITF TRPM1 inh: -19; Shn3 3UTR inh: -12; TRAIL sens C8: 1; NR2E3 ag-2: -6

Results for C[C@H]1[C@H](c2ccccc2)C[C@@H](C(=O)O)C1(C)C ?
KKLEB cytotox: 8; TROY NFkB inh: 7; Peg3 promoter: 9; CF NFkB block: 6; NR2E3 ag-1: 1; TWEAK Fn14 block: -3; HIF-2a inh: 12; MITF TRPM1 inh: 5; Shn3 3UTR inh: 12; TRAIL sens C8: 1; NR2E3 ag-2: 14

Results for COC(=O)CCCC1=CC2=CC(=O)C(C)(OC(=O)c3cccs3)C(=O)C2=CN1C1CC1 (configuration not stated) ?
KKLEB cytotox: 8; TROY NFkB inh: 15; Peg3 promoter: 10; CF NFkB block: -21; NR2E3 ag-1: 5; TWEAK Fn14 block: 4; HIF-2a inh: 8; MITF TRPM1 inh: 2; Shn3 3UTR inh: -19; TRAIL sens C8: 19; NR2E3 ag-2: 20

The final 2 entries of the section above come first, to join the parts:
Results for C[C@H]1[C@H](c2ccccc2)C[C@@H](C(=O)O)C1(C)C ?
KKLEB cytotox: 8; TROY NFkB inh: 7; Peg3 promoter: 9; CF NFkB block: 6; NR2E3 ag-1: 1; TWEAK Fn14 block: -3; HIF-2a inh: 12; MITF TRPM1 inh: 5; Shn3 3UTR inh: 12; TRAIL sens C8: 1; NR2E3 ag-2: 14

Results for COC(=O)CCCC1=CC2=CC(=O)C(C)(OC(=O)c3cccs3)C(=O)C2=CN1C1CC1 (configuration not stated) ?
KKLEB cytotox: 8; TROY NFkB inh: 15; Peg3 promoter: 10; CF NFkB block: -21; NR2E3 ag-1: 5; TWEAK Fn14 block: 4; HIF-2a inh: 8; MITF TRPM1 inh: 2; Shn3 3UTR inh: -19; TRAIL sens C8: 19; NR2E3 ag-2: 20

What do the screens show for `COc1ccc(-c2nc(N)nc(C(F)(F)F)c2-c2cscn2)c(O)c1`?
KKLEB cytotox: -4; TROY NFkB inh: 2; Peg3 promoter: -3; CF NFkB block: -15; NR2E3 ag-1: 3; TWEAK Fn14 block: 1; HIF-2a inh: 2; MITF TRPM1 inh: 4; Shn3 3UTR inh: 7; TRAIL sens C8: -2; NR2E3 ag-2: -22

What do the screens show for `CC[C@]12c3[nH]c4ccc(OC)cc4c3CCN1C(=O)C(CC(=O)NCCC1=CCCCC1)C[C@@H]2C(=O)N1CCN(C(=O)C2CC2)CC1` (some centres not stated)?
KKLEB cytotox: 4; TROY NFkB inh: -21; Peg3 promoter: -8; CF NFkB block: -5; TWEAK Fn14 block: 9; HIF-2a inh: 4; MITF TRPM1 inh: 5; Shn3 3UTR inh: -2; TRAIL sens C8: -8; NR2E3 ag-2: -25

How did O=C(Nc1ccc(S(=O)(=O)N2CCOCC2)cc1)c1cccnc1 do in these assays?
KKLEB cytotox: -1; TROY NFkB inh: -8; Peg3 promoter: 5; CF NFkB block: 0; NR2E3 ag-1: 1; TWEAK Fn14 block: -5; HIF-2a inh: 15; MITF TRPM1 inh: 1; Shn3 3UTR inh: -7; TRAIL sens C8: -16; NR2E3 ag-2: -9

How did CCOc1ccc2nc(N(Cc3ccccc3)C(=O)CCNC(C)=O)sc2c1 do in these assays?
KKLEB cytotox: -7; TROY NFkB inh: -40; Peg3 promoter: -91; CF NFkB block: -18; TWEAK Fn14 block: -31; HIF-2a inh: -116; MITF TRPM1 inh: -21; Shn3 3UTR inh: -8; TRAIL sens C8: -13; NR2E3 ag-2: -34

How did CCOCCn1c(CN2CCN(c3cccc(Cl)c3)CC2)nc2c1c(=O)n(C)c(=O)n2C do in these assays?
KKLEB cytotox: 13; TROY NFkB inh: 9; Peg3 promoter: 12; CF NFkB block: 20; NR2E3 ag-1: 1; TWEAK Fn14 block: 10; HIF-2a inh: 3; MITF TRPM1 inh: 8; Shn3 3UTR inh: 50; TRAIL sens C8: 17; NR2E3 ag-2: 9

What do the screens show for `COc1ccc2cc3cc(C(=O)NCCC(C)C)oc3nc2c1`?
KKLEB cytotox: -10; TROY NFkB inh: -4; Peg3 promoter: -31; CF NFkB block: 16; NR2E3 ag-1: 0; TWEAK Fn14 block: -23; HIF-2a inh: -34; MITF TRPM1 inh: -26; Shn3 3UTR inh: 6; TRAIL sens C8: 10; NR2E3 ag-2: -3

How did S=C(Nc1ccccc1)Nc1ccccn1 do in these assays?
KKLEB cytotox: 1; TROY NFkB inh: -23; Peg3 promoter: -66; CF NFkB block: -22; TWEAK Fn14 block: -19; HIF-2a inh: -120; Shn3 3UTR inh: -7; TRAIL sens C8: -3; NR2E3 ag-2: -93

What do the screens show for `COc1cccc(/C=N/NC(=O)C(=O)Nc2ccccc2OC(F)(F)C(F)F)c1`?
KKLEB cytotox: -15; TROY NFkB inh: 3; Peg3 promoter: 22; CF NFkB block: 28; NR2E3 ag-1: 3; TWEAK Fn14 block: -7; HIF-2a inh: 14; MITF TRPM1 inh: -3; Shn3 3UTR inh: 3; TRAIL sens C8: -11; NR2E3 ag-2: -6

What do the screens show for `Cc1[nH]nc2c1C(c1ccc(-c3ccccc3C#N)o1)C(C#N)=C(N)O2` (configuration not stated)?
KKLEB cytotox: -19; TROY NFkB inh: 14; Peg3 promoter: 6; CF NFkB block: -6; NR2E3 ag-1: 5; TWEAK Fn14 block: -29; HIF-2a inh: -6; MITF TRPM1 inh: -13; Shn3 3UTR inh: -2; TRAIL sens C8: -18; NR2E3 ag-2: 4

Results for NC(=O)COC(=O)c1ccc(Cl)c(S(=O)(=O)N2CCN(c3ccc(F)cc3)CC2)c1 ?
KKLEB cytotox: 3; TROY NFkB inh: 3; Peg3 promoter: 11; CF NFkB block: 0; NR2E3 ag-1: 0; TWEAK Fn14 block: -9; HIF-2a inh: 16; MITF TRPM1 inh: -1; Shn3 3UTR inh: -6; TRAIL sens C8: -5; NR2E3 ag-2: -17

What do the screens show for `O=C(N/N=C\c1ccc(-c2cccc(Cl)c2)o1)C(=O)NC1CCCC1`?
KKLEB cytotox: -9; TROY NFkB inh: 4; Peg3 promoter: -1; CF NFkB block: -2; NR2E3 ag-1: 0; TWEAK Fn14 block: -19; HIF-2a inh: 11; MITF TRPM1 inh: -2; Shn3 3UTR inh: 36; TRAIL sens C8: -2; NR2E3 ag-2: -8

What do the screens show for `O=c1c2ccccc2nnn1CSc1nc2ccccc2c(=O)n1Cc1ccco1`?
KKLEB cytotox: -12; TROY NFkB inh: 31; Peg3 promoter: 24; CF NFkB block: -1; NR2E3 ag-1: 2; TWEAK Fn14 block: 45; HIF-2a inh: 17; MITF TRPM1 inh: 11; Shn3 3UTR inh: 4; TRAIL sens C8: 2; NR2E3 ag-2: -14

Compound activity from PubChem.

Some of the compounds tested; count on the stated rates, not on these rows.
